NS3 helicase inh: blocks Hepatitis C virus NS3 helicase unwinding; NS3 helicase DNA unwinding, Cy5 molecular beacon fluorescence; inhibition, % at 10.9 µM; actives 0.56% (n = 290,000);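 active means inhibition above the mean of all tested compounds plus 3 SD, set per campaign, cut at about 35% in these data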;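 further: 0% = DMSO wells and 100% = thioflavine S control wells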
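Test system: hepatitis C virus NS3 helicase domain fragment enzyme. Also added: annealed dual-labelled DNA beacon duplex, ATP-started. Timing: 60 min unwinding reaction at 25 °C after ATP addition. Technique: Cy5 fluorescence. Measure: % inhibition of unwinding.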
SUMO HTRF inh: blocks human SUMOylation mediated by UBC9 | P63279 | HTRF SUMOylation assay, SAE1/SAE2 + UBC9, in vitro | inhibition, % at 35 µM | actives 0.36% (n = 290,000); in the data active means inhibition above about 50%, passing the limit was not always enough; further: strong numbers were not always called active
Target sequence (P63279 whole entry, looked up): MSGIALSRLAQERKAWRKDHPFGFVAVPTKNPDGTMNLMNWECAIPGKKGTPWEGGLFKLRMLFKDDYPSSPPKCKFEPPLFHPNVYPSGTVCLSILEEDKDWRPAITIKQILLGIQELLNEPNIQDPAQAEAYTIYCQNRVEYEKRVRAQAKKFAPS
VIM-2 inh: inhibitors of Pseudomonas aeruginosa VIM-2 metallo-beta-lactamase; purified VIM-2, nitrocefin hydrolysis, epi-absorbance fluorescence; actives 0.89% (n = 290,000); inhibition, % at 5.6 µM;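 active means inhibition above the mean of all tested compounds plus 3 SD, cutoff set per screening run, cut at about 7.5% in these data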;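 further: red hydrolysis product quenches plate fluorescence so inhibitors raise well fluorescence; 0% = enzyme with DMSO and 100% = DMSO without enzyme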
pCIP destab: compounds decreasing mouse p/CIP protein stability; F442A p/CIP-EGFP cells, EGFP fluorescence, 16 h; decrease of EGFP signal, % at 10 µM; Q05BA5; actives 0.01% (n = 290,000);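 active means EGFP signal decrease of at least 30% at 10 µM or well 3 SD below plate mean, unless failing retest; inactive means the rest, including hits failing retest or dose response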; further: some compounds called inactive have numbers as strong as hits; many of its hits are not listed in these tables
GalR3 antag: human GalR3 antagonism; O60755; HEK293 GalR3-CNG cAMP membrane potential fluorescence; galR3 body fused to GalR1 C-terminus; inhibition, % at 3 µM; actives 0.44% (n = 360,000); AID 651719;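 active means inhibition above the screen-wide average plus 3 SD, cut at about 13% in these data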;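 further: forskolin and galanin both at EC90 stimulate the cells; cAMP rise reported by CNG channel membrane potential dye signal; 0% = forskolin plus galanin with DMSO and 100% = forskolin alone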
Target sequence (O60755 1-299 limits assumed): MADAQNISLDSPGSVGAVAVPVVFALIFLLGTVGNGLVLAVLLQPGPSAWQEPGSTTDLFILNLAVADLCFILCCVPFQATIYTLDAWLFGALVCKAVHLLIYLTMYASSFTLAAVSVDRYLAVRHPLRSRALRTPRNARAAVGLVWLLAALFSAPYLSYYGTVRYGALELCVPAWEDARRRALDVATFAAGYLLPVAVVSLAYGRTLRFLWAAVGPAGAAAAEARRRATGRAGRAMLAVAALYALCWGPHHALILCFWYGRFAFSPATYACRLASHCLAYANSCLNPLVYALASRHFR
IDE cell inh: cellular human IDE inhibition. HEK cells, FAbetaB cleavage, fluorescence polarization. inhibition, % at 5.59 µM. P14735. actives 0.41% (n = 320,000). AID 434962;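 active means percent inhibition above the average of all tested compounds plus 3 SD, set per screening campaign, cut at about 16% in these data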;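 further: IDE supplied by intact live HEK cells; FP after avidin binding of uncleaved biotin substrate so inhibition keeps polarization high; 0% = DMSO wells and 100% = 60 µM reference IDE inhibitor Ii1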
CRFR2-BP antag: blocks CRF-induced signaling of the CRF-BP/CRF-R2 complex. HEK293 CRF-R2/CRF-BP, CRF-induced calcium fluorescence. inhibition, % at 11.8 µM. actives 0.59% (n = 350,000). AID 588475;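 active means inhibition of the ligand-induced calcium signal above about 50% at the single tested concentration, limit read from the data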
IMP-1 inhibitor: blocks Pseudomonas aeruginosa IMP-1 metallo-beta-lactamase. actives 0.45% (n = 290,000). inhibition, % at 5.6 µM. purified IMP-1, nitrocefin hydrolysis, epi-absorbance fluorescence;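 active means inhibition above the mean plus 3 SD of all compounds in the same screening run, cut at about 4.5% in these data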;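 further: 0% = IMP-1 with DMSO and 100% = DMSO wells lacking enzyme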
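System: purified recombinant IMP-1 beta-lactamase. Medium: Zinc- and detergent-supplemented HEPES buffer, pH 7.1. Compound: one 5.6 µM dose […]. Schedule: 15 min preincubation plus 25 min reaction at 25 °C. Technique: Epi-absorbance fluorescence, 480 nm excitation, 530 nm emission.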
IDE cell activ: IDE (human) activation, cell-based; HEK cells, FAbeta-B cleavage, fluorescence polarization; 0% vehicle, 100% cell-free pure enzyme wells; actives 0.073% (n = 340,000); activation, % at 5.96 µM;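 active means activation above the mean of all tested compounds plus 3 SD, set per screening campaign, cut at about 17% in these data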
Starred values were filed as active, the others as inactive; . = not tested or not shown.

SMILES | NS3 helicase inh | SUMO HTRF inh | VIM-2 inh | pCIP destab | GalR3 antag | IDE cell inh | CRFR2-BP antag | IMP-1 inhibitor | IDE cell activ
CC1CN(C(=O)N2c3ccccc3Sc3ccccc32)CC(C)O1 (centres undefined) | -4 | -5 | -1.8 | -1 | -1 | -1 | -34 | -2.8 | 5
O=C(NCc1ccco1)c1c(F)c(F)c(F)c(C(=O)NCc2ccco2)c1F | 3 | 4 | 1.0 | 4 | 5 | 2 | 27 | -0.8 | 4
Cc1ccc(C)c(OCC(=O)NNC(=O)CSC(=S)N2CCCC2)c1 | . | . | . | . | -4 | 2 | 14 | . | -1
Clc1ccccc1-c1nn2c(Cn3cnc4ccccc43)nnc2s1 | 19 | -15 | -1.0 | -1 | -1 | 0 | -7 | -4.6 | -3
COc1cccc(-c2nc(N3CCCC3)c3ccccc3n2)c1O | 3 | 2 | 0.9 | 11 | -7 | 6 | 7 | 1.0 | 7
Cc1ccc(Cl)cc1N1CCN(C(=O)Cc2csc(Nc3nc(=S)[nH]c4ccccc34)n2)CC1 | -11 | -11 | -3.4 | 1 | -4 | 3 | -23 | -3.4 | -1
COc1ccc(CNc2cc(C)nc3ccc(OC)cc23)cc1 | -5 | 8 | 6.2 | 1 | -14 | 11 | -10 | -2.2 | 3
CCN(CC)c1ccc(/C=C(\C#N)C(=O)c2ccc(Br)cc2)cc1 | 22 | 32 | 3.7 | -10 | -6 | 68* | -329 | 0.0 | -176
COc1ccc(S(=O)(=O)NCC(c2ccc3c(c2)OCO3)N2CCOCC2)cc1 (centres undefined) | . | . | . | . | 4 | 6 | -9 | . | 8
O=C(Nc1ccc(Cl)cc1)N1CCC(c2nc(-c3cccs3)no2)CC1 | 1 | -29 | -2.3 | 11 | -9 | 0 | -16 | -5.9 | 0

One compound at a time (already shown). Screens in order: NS3 helicase inh | SUMO HTRF inh | VIM-2 inh | pCIP destab | GalR3 antag | IDE cell inh | CRFR2-BP antag | IMP-1 inhibitor | IDE cell activ
Clc1ccccc1-c1nn2c(Cn3cnc4ccccc43)nnc2s1 is entered as 19 | -15 | -1.0 | -1 | -1 | 0 | -7 | -4.6 | -3
CCN(CC)c1ccc(/C=C(\C#N)C(=O)c2ccc(Br)cc2)cc1 is entered as 22 | 32 | 3.7 | -10 | -6 | 68* | -329 | 0.0 | -176
COc1ccc(S(=O)(=O)NCC(c2ccc3c(c2)OCO3)N2CCOCC2)cc1 (centres undefined) is entered as . | . | . | . | 4 | 6 | -9 | . | 8
Cc1ccc(Cl)cc1N1CCN(C(=O)Cc2csc(Nc3nc(=S)[nH]c4ccccc34)n2)CC1 is entered as -11 | -11 | -3.4 | 1 | -4 | 3 | -23 | -3.4 | -1

The listing picks up with the two entries that preceded the break.
SMILES | NS3 helicase inh | SUMO HTRF inh | VIM-2 inh | pCIP destab | GalR3 antag | IDE cell inh | CRFR2-BP antag | IMP-1 inhibitor | IDE cell activ
COc1ccc(S(=O)(=O)NCC(c2ccc3c(c2)OCO3)N2CCOCC2)cc1 (centres undefined) | . | . | . | . | 4 | 6 | -9 | . | 8
O=C(Nc1ccc(Cl)cc1)N1CCC(c2nc(-c3cccs3)no2)CC1 | 1 | -29 | -2.3 | 11 | -9 | 0 | -16 | -5.9 | 0
CC(SCc1ccccc1)C(=O)Nc1ccccc1F (centres undefined) | 1 | -2 | 0.1 | -2 | -10 | 2 | 2 | -4.2 | 0
O=C(CCN1C(=O)CSc2ccccc21)Nc1cccc(C(F)(F)F)c1 | . | . | . | . | -4 | 1 | -18 | . | -4
CN(C(=O)Cn1cc(C(F)(F)F)ccc1=O)c1c(N)n(Cc2ccccc2)c(=O)[nH]c1=O | -5 | 13 | -0.1 | -3 | -7 | 1 | 6 | -2.0 | 8
C=C(C)CN(CC)C(=O)CSc1nc(O)cc(=O)n1C1CCCC1 | 27 | 3 | -4.1 | -2 | 0 | 2 | -18 | -4.0 | -2
Cc1cc(N=Nc2ccc3ccccc3c2)ccc1O | -9 | -6 | -1.9 | -1 | -6 | 0 | 5 | -2.8 | -3
CC(=O)N/C(=C\c1ccccc1)C(=O)OC(C)C(=O)Nc1ccccc1F (centres undefined) | . | . | . | . | -7 | -2 | 6 | . | 2
CCOC(=O)c1cc2c(nc1C)-c1cc(Cl)cc(Cl)c1OC2O (centres undefined) | -6 | 8 | 0.2 | 10 | 0 | -5 | 15 | -3.7 | 2
CCCNc1nc2c(c(=O)[nH]c(=O)n2C)n1Cc1ccc(F)cc1 | -8 | -1 | -0.9 | -6 | 2 | 2 | -20 | -3.8 | -2
CC1(C(=O)O)Cc2ccccc2C(=O)O1 (centres undefined) | -1 | -16 | -0.1 | -1 | -4 | 0 | -14 | -3.4 | 2
NC(=O)c1cc([N+](=O)[O-])ccc1NCCc1ccccc1 | 12 | 3 | -0.9 | 13 | -9 | . | -10 | -3.6 | 1
O=C1CC(c2ccc(F)cc2)Cc2nc(NCC3CCCO3)ncc21 (centres undefined) | -11 | -3 | -1.4 | 5 | -5 | -2 | -4 | -1.9 | 4
O=C(NCc1ccc2c(c1)OCO2)c1cc(=O)[nH]c2ccccc12 | -4 | 24 | -2.9 | -7 | -5 | -1 | 5 | -1.7 | 5
Cc1ccc(S(=O)(=O)N2CCCCC2)cc1C(=O)NCCN1CCOCC1 | . | . | . | . | -3 | 5 | -1 | . | 5
CCn1cc(C2=NOC(C(=O)Nc3c(C)nn(Cc4ccc(F)cc4)c3C)C2)c(C)n1 (centres undefined) | 5 | 6 | 0.9 | -2 | 5 | . | 0 | -1.6 | 2
C/C(=N\NC(=O)CNC(=O)c1ccco1)c1ccc(Br)cc1 | 11 | -5 | -0.6 | -2 | -6 | 5 | -6 | 1.6 | 2
CCCc1cc(=O)c2ccc(OC/C(C)=N/O)cc2o1 | 0 | -12 | -1.4 | 8 | -3 | -3 | 27 | -2.9 | -1
Nc1ccc2oc3ncccc3c(=O)c2c1 | 4 | 9 | 0.4 | 3 | -6 | -3 | 21 | -2.6 | -4
COc1cc(Cc2nc3ccc(S(=O)(=O)N4CCOCC4)cc3[nH]2)cc(OC)c1OC | 2 | 0 | -2.5 | -3 | 1 | -1 | -10 | -0.8 | 3
CCN(CC)CCCn1c(=S)[nH]c2ccc(Cl)cc2c1=O | 2 | 14 | -3.5 | -6 | -7 | 2 | 1 | -4.4 | 5
Cc1cc(C)n2nc(SCc3nnc(SCCCCl)o3)nc2n1 | -3 | 2 | -3.0 | -15 | -3 | 11 | 14 | -2.0 | 2
COC(=O)Nc1ccc(N2CCOCC2)c(S(=O)(=O)N2CCOCC2)c1 | 6 | 4 | -0.6 | -16 | -8 | -10 | -4 | -0.6 | 5
CC1CN(C(=O)CSc2ncnc3sccc23)CC(C)O1 (centres undefined) | 2 | 14 | -0.7 | -7 | 2 | 8 | 1 | -1.3 | -1
CC(=O)c1c(NCCc2ccccc2)cc(C)oc1=O | -4 | 16 | -1.9 | -8 | -4 | 0 | -6 | -7.6 | 4
COc1ccc(C(=O)N/N=C/c2cn[nH]c2-c2ccc(OC)cc2OC)cc1 | -4 | -9 | -1.5 | -5 | 3 | 3 | 12 | -0.7 | -3
Nn1c(Nc2ccccc2)nc2sc3c(c2c1=O)CCCC3 | 13 | 6 | -4.1 | 2 | -1 | -2 | -25 | -5.4 | 0
COc1ccccc1CNC(=O)CSc1ccccc1 | 13 | 8 | -0.5 | -14 | -1 | 4 | 2 | -1.0 | 0
CN1CCN(C(=O)c2ccc(-c3ccccc3)cc2)CC1 | -3 | 6 | 1.2 | -8 | -4 | 3 | -2 | -0.1 | 3
CNC(=O)Nc1ccc(Cl)cc1 | -9 | 15 | -1.7 | -5 | -5 | 1 | -19 | -2.8 | 5
Cc1nn(-c2cccc(C(F)(F)F)c2)c(Cl)c1/C=N/Nc1cccc(C(=O)O)c1 | 33 | 1 | 2.4 | 7 | -1 | 3 | 7 | 0.1 | 2
CC1CN(C(=S)Nc2ccc(Cl)cc2)CC(C)O1 (centres undefined) | -6 | 3 | 1.4 | 2 | 0 | 5 | 3 | -1.9 | 4

Single values from the results shown:
NS3 helicase inh with CC1CN(C(=O)CSc2ncnc3sccc23)CC(C)O1 (centres undefined) reads 2
IDE cell inh with COc1ccc(C(=O)N/N=C/c2cn[nH]c2-c2ccc(OC)cc2OC)cc1 reads 3
CRFR2-BP antag with COC(=O)Nc1ccc(N2CCOCC2)c(S(=O)(=O)N2CCOCC2)c1 reads -4
GalR3 antag with CC1CN(C(=S)Nc2ccc(Cl)cc2)CC(C)O1 (centres undefined) reads 0

Another view of part of the listing above:
Sequence of screens – NS3 helicase inh, SUMO HTRF inh, VIM-2 inh, pCIP destab, GalR3 antag, IDE cell inh, CRFR2-BP antag, IMP-1 inhibitor, IDE cell activ
CNC(=O)Nc1ccc(Cl)cc1
  -9, 15, -1.7, -5, -5, 1, -19, -2.8, 5
Cc1nn(-c2cccc(C(F)(F)F)c2)c(Cl)c1/C=N/Nc1cccc(C(=O)O)c1
  33, 1, 2.4, 7, -1, 3, 7, 0.1, 2

Next records follow:
SMILES | NS3 helicase inh | SUMO HTRF inh | VIM-2 inh | pCIP destab | GalR3 antag | IDE cell inh | CRFR2-BP antag | IMP-1 inhibitor | IDE cell activ
OCCCNc1nc(-c2ccccc2)c2cc(Br)ccc2n1 | -25 | 16 | 1.8 | -20 | -14 | -3 | -25 | 0.2 | 0
C=CCNC(=O)c1ccc2c3n(nc2c1)-c1ccccc1CO3 | . | 27 | . | -13 | -2 | 4 | 2 | . | 0
O=C(NCCN1CCOCC1)Nc1ccccc1 | 6 | 19 | 0.3 | 3 | 1 | -2 | 17 | -1.0 | 1
CC(=O)Nc1ccc(S(=O)(=O)N2CCN(c3ccc([N+](=O)[O-])cc3)CC2)cc1 | 5 | 7 | 1.1 | -3 | -5 | . | 11 | 0.5 | 4
c1ccc(-c2nc3c([nH]2)CCc2nonc2-3)cc1 | 15 | 0 | -0.1 | -5 | -8 | -1 | 9 | -3.2 | -3
O=C1CCc2nc3ccccc3c(=O)n2N1 | -1 | -2 | -3.1 | 1 | . | 2 | 80* | 2.5 | 0
CCOC(=O)N1CCN(C(=O)CCS(=O)(=O)c2cc3c(cc2Cl)NC(=O)CO3)CC1 | 3 | -5 | -1.3 | -14 | -2 | 3 | -16 | -3.3 | 4
CCn1c(CNc2nc(-c3ccccc3)cs2)nnc1SCC(=O)NCc1ccco1 | 1 | 2 | 0.3 | -7 | -4 | . | 26 | 0.3 | -11
CCc1c(C)c2ccc(OCC(=O)NCC3CCC(C(=O)O)CC3)c(C)c2oc1=O (centres undefined) | -5 | 9 | 1.6 | -6 | 3 | -1 | -3 | -5.1 | 8
COc1ccccc1NC(=O)C(C)NS(=O)(=O)c1ccc(F)cc1 (centres undefined) | 11 | -2 | -2.6 | -2 | -5 | 3 | -36 | -3.1 | 1

The order is random; any-hit rate near 3.2%.
